M18AAP inhibitor – blocks P. falciparum M18 aspartyl aminopeptidase; AID 1822; 1.2% of 290,000 active; inhibition, % at 7.35 µM; recombinant PfM18AAP, H-Glu-NHMec fluorogenic cleavage;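 active = inhibition above the campaign mean inhibition over all tested compounds plus 3 SD, cut at about 28% in these data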;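 also: 0% = plate median of test compound wells and 100% = 2 mM ZnCl2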
MEKK2mut PB1 HTS – signal of MEK5 binding to mutant human MEKK2 PB1 domain; bead flow cytometry, Alexa488-MEK5 binding to MEKK2 mutant; percent response, % at 10 µM; 0.35% of 290,000 active; in the data active = percent response above about 24%, passing the limit was not always enough; also: inactives centre near 1; some results filed as inactive read as strong as hits
IMP-1 inh – blocks Pseudomonas aeruginosa IMP-1 metallo-beta-lactamase. purified IMP-1, nitrocefin hydrolysis, epi-absorbance fluorescence. inhibition, % at 5.6 µM. 0.45% of 290,000 active. AID 1556;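 active = inhibition above the mean plus 3 SD of all compounds in the same screening run, cut at about 4.5% in these data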;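 also: 0% = IMP-1 with DMSO and 100% = DMSO wells lacking enzyme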
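Assay system: purified IMP-1; Quantity: IMP-1 0.2 nM before substrate addition; Medium: HEPES buffer pH 7.1 with ZnSO4 and Brij 35; Incubation: 15 min enzyme–compound preincubation, then 25 min nitrocefin reaction, 25 °C; Signal: fluorescence quenching readout, ex 480/em 530 nm; Controls: DMSO with and without IMP-1; Repeats: singlicate testing.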
NS3 helicase inh – HCV NS3 helicase inhibition. NS3 helicase DNA unwinding, Cy5 molecular beacon fluorescence. 0.56% of 290,000 active. inhibition, % at 10.9 µM;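 active = inhibition above the mean of all tested compounds plus 3 SD, set per campaign, cut at about 35% in these data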;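 also: 0% = DMSO wells and 100% = thioflavine S control wells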
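System: Hepatitis C virus NS3 helicase domain fragment enzyme | Reagent: Annealed dual-labelled DNA beacon duplex, ATP-started | Compound dosing: 10.9 µM single point, 0.8% DMSO | Incubation: 1 h reaction at 25 °C, ATP-initiated | Technique: Cy5 fluorescence | Evaluation: Percent inhibition from t60/t0 fluorescence ratio | Benchmarks: Low DMSO, high thioflavine S at 110 µM | Replication: Singlicate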
VIM-2 inh – blocks Pseudomonas aeruginosa VIM-2 metallo-beta-lactamase. purified VIM-2, nitrocefin hydrolysis, epi-absorbance fluorescence. inhibition, % at 5.6 µM. 0.89% of 290,000 active;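 active = inhibition above the mean of all tested compounds plus 3 SD, cutoff set per screening run, cut at about 7.5% in these data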;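 also: red hydrolysis product quenches plate fluorescence so inhibitors raise well fluorescence; 0% = enzyme with DMSO and 100% = DMSO without enzyme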
SUMO HTRF inh – blocks human SUMOylation mediated by UBC9; HTRF SUMOylation assay, SAE1/SAE2 + UBC9, in vitro; inhibition, % at 35 µM; 0.36% of 290,000 active; AID 2006; in the data active = inhibition above about 50%, passing the limit was not always enough; also: strong numbers were not always called active
Target sequence (P63279 whole entry, looked up): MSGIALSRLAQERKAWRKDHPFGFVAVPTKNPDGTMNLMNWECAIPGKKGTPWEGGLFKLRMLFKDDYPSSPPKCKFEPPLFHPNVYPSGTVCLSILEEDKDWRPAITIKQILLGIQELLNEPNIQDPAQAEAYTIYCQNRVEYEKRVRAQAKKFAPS
MEKK2wt PB1 HTS – raises or lowers MEK5 binding to wildtype human MEKK2 PB1 domain. bead flow cytometry, Alexa488-MEK5 binding to MEKK2 WT; actives lie on both sides. binding response (% of control), % at 10 µM. 1.1% of 290,000 active; in the data active = binding response below about 67% or above about 130%
DNA FID counter – counter-screen for HCV NS3 helicase inhibitors: DNA intercalator displacement. 0.17% of 290,000 active. DNA fluorescent intercalator displacement, fluorescence. inhibition, % at 7.9 µM; in the data active = inhibition above about 37%;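 also: 0% = vehicle and 100% = reference compound; higher means more ethidium bromide displaced from hairpin DNA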
NALP1 inh – blocks the NALP1 inflammasome reconstituted in yeast | AID 2071 | inhibition, % at 10 µM | S. cerevisiae NALP1/ASC/caspase-1 growth, X-gal OD620, 72 h | 0.61% of 280,000 active; in the data active = inhibition mostly above about 24%, no sharp cut-off; inactive = mostly below about 32%; also: some compounds called inactive have numbers as strong as hits
Starred values were filed as active, the others as inactive; . = no result given; [ ] = another dose, or the depositor's remark.

compound | M18AAP inhibitor | MEKK2mut PB1 HTS | IMP-1 inh | NS3 helicase inh | VIM-2 inh | SUMO HTRF inh | MEKK2wt PB1 HTS | DNA FID counter | NALP1 inh
CN1CCN(C(=O)C2CCC(=O)N(CCc3cccc(F)c3)C2)CC1 (centres undefined) | -1 | -4 | 0.1 | -10 | -0.4 | 17 | 103 | 4 | 10
O=C(CCNC(=O)C1CCN(S(=O)(=O)c2ccccc2)CC1)NCc1ccccc1Cl | -1 | 0 | -3.5 | -3 | -2.6 | -8 | 103 | -35 | 5
CCCN1C(=O)/C(=C/c2ccc3c(c2)OCO3)NC1=S | 0 | 0 | -4.4 | -2 | -3.1 | -7 | 96 | 0 | -5
Cc1ccc(C(=O)NNC(=O)c2cccc(Br)c2)cc1 | -8 | 1 | -3.2 | 8 | -1.1 | 19 | 103 | -1 | 0
CC1=NC(C)(C)Cc2c(C)cccc21 | 0 | 12 | -0.9 | -3 | -1.3 | 11 | 106 | -1 | -7
COc1ccccc1CNc1ncnc2c1nnn2Cc1ccccc1 | -9 | 2 | -2.3 | -7 | 2.8 | -12 | 97 | -6 | 1
C/C(=N\O)c1ccn(S(=O)(=O)c2ccc(Cl)cc2)c1 | 2 | -2 | -2.6 | -14 | -4.3 | 0 | 99 | -6 | -7
COc1ccc2cc(C(=O)C3CCCN(C(=O)c4cncs4)C3)ccc2c1 (centres undefined) | 3 | 8 | -2.8 | 6 | -0.8 | 26 | 112 | -38 | 17
N#C/C(=C\c1ccccc1)C(=O)N(c1ccccn1)C1CCCCC1 | -1 | 2 | -2.2 | 11 | -0.5 | 5 | 105 | -1 | 46
CC(C)/C=C/C(=O)N1CCCC(N2CCN(c3ccccc3F)CC2)C1 (centres undefined) | -1 | 2 | -1.9 | -16 | -1.7 | 0 | 102 | -22 | 12
CC1=NN(C(N)=S)C(=O)C1N=Nc1cccc(Cl)c1 (centres undefined) | 8 | 6 | -2.5 | 16 | -1.0 | 12 | 102 | -2 | 13
CCc1ccc(NC(=S)N2CCN(c3cccc(OC)c3)CC2)cc1 | 10 | -12 | -2.0 | 4 | -2.1 | 11 | 85 | 4 | -5
COc1ccc(C2/C(=C(/O)c3ccc4c(c3)CC(C)O4)C(=O)C(=O)N2Cc2cccnc2)cc1 (centres undefined) | 12 | 3 | -2.9 | 23 | 0.0 | 8 | 102 | -68 | 2
CC(C)OCCCNC(=O)COCC(=O)Nc1ccc(OCCc2ccccc2)cc1 | -8 | 7 | -5.1 | -11 | -3.1 | -5 | 110 | -49 | -19
O=C1N/C(=N/c2ccccn2)SC1Cc1ccccc1 (centres undefined) | 17 | 3 | -5.0 | 4 | -4.4 | -13 | 97 | -2 | 23
COc1ccc(C(=O)CCS(=O)(=O)c2ccc(C)cc2)cc1 | -21 | 8 | -2.5 | 2 | -1.0 | 13 | 115 | -15 | 8
Cc1nn(Cc2ccc(F)cc2)c2sc(C(=O)Nc3ccccc3N3CCOCC3)cc12 | -1 | 3 | -5.7 | -5 | -3.4 | -3 | 107 | 6 | 16
CCOCCCNC(=O)CCn1nc(-c2ccc(Cl)cc2)ccc1=O | -6 | 1 | -0.4 | -2 | 0.2 | -2 | 105 | -14 | -16
COc1ccccc1N(CC(=O)N(c1ccccc1)C(C)C)S(=O)(=O)c1cccs1 | -6 | -1 | -5.4 | 2 | -6.4 | -7 | 97 | -11 | -9
Cc1ccc(C)c(-c2cc(C(=O)Nc3sc(C)c(C)c3C(N)=O)c3ccccc3n2)c1 | 5 | 4 | -1.9 | 0 | -0.8 | -10 | 109 | 0 | 9
CC1(C)CC(=O)C2=C(C1)OC(N)=C([N+](=O)[O-])C2c1ccc(C#N)s1 (centres undefined) | 8 | -1 | -3.6 | 9 | -1.9 | 30 | 99 | 2 | 3
CCOC(=O)c1c(C)sc2c1N(C(=O)CN1CCOCC1)c1cc(Cl)ccc1S2 | 0 | 7 | -1.6 | 2 | -1.9 | 4 | 104 | -42 | 14
Cc1ccc(S(=O)(=O)c2nc(Nc3nccs3)sc2Cl)cc1 | 2 | 3 | -2.9 | -3 | -1.0 | -12 | 101 | -5 | 4
Cc1ccccc1NC(=O)CSc1ccc2nnc(-c3ccccn3)n2n1 | 4 | 5 | -1.2 | -2 | -0.2 | -5 | 107 | -8 | 16
CN(C)CCN1C(=O)c2oc3ccccc3c(=O)c2C1c1ccc(F)cc1 (centres undefined) | -3 | -26 | -2.9 | 5 | -5.9 | 14 | -1.0*[inhibitor] | -5 | -25
O=C(O)c1cccc(Nc2cc(Cl)c3nonc3c2[N+](=O)[O-])c1 | -81 | -4 | -5.3 | 24 | 1.1 | 16 | 99 | 6 | 1
O=C(NCc1ccc2c(c1)OCO2)C1CCN(S(=O)(=O)N2CCOCC2)CC1 | -10 | -3 | -2.2 | 0 | -2.6 | 2 | 85 | 4 | 24
O=C(COc1ccc(S(=O)(=O)NC2CCCCC2)cc1)NC1CCCC1 | 11 | 2 | -0.9 | 7 | -2.5 | 4 | 100 | -34 | 2
O=C(COC(=O)c1ccc2c(c1)OCCO2)NCc1ccccc1 | -11 | 5 | -0.7 | 7 | -1.1 | -9 | 105 | -6 | 4
CCCN(CCC)C(=O)C1CCCN1S(=O)(=O)c1cccc2nsnc12 (centres undefined) | 2 | -3 | -2.9 | 4 | -1.3 | 1 | 100 | -23 | .
O=C(NCCc1cccc(C(F)(F)F)c1)C1CCC(=O)N(CCc2cccc(F)c2)C1 (centres undefined) | 2 | -2 | -0.5 | -11 | -0.1 | 4 | 93 | -44 | 15
COc1ccc2c(c1)c1nc3n(c(=O)c1n2CC(=O)Nc1ccccc1)CCS3 | -13 | -6 | 0.0 | 1 | -0.6 | . | 98 | 2 | 10
CC(O)c1cccc(NC(=O)Nc2cccc(NC(=O)Nc3cccc(C(C)O)c3)c2)c1 (centres undefined) | -3 | -1 | -2.3 | 9 | -2.4 | -1 | 106 | -20 | 13
COc1ccc(CNCCC2(O)CC(C)N(C)CC2C)cc1OC (centres undefined) | 4 | 4 | -4.0 | 8 | 1.3 | 1 | 104 | 3 | -7
Nc1c(C(=O)NCc2ccccc2)sc2nc3c(cc12)C(=O)CCC3 | 8 | 4 | 1.2 | 18 | -0.2 | 4 | 105 | -12 | 1
Cc1cccc(NC(=O)c2cccc(NC(=O)c3ccccc3)c2)n1 | -3 | 4 | -2.0 | -4 | -1.9 | 8 | 106 | -18 | -2
COC(=O)c1ccc(CNC(=O)C2CCC(=O)N(Cc3cccc(F)c3)C2)cc1 (centres undefined) | 0 | 4 | -1.7 | -2 | -1.2 | 1 | 108 | -24 | 12
CCOC(=O)/C(C(=O)Nc1ccc(Cl)cc1Cl)=C1/NC(C)(C)Cc2ccccc21 | -5 | -2 | -3.2 | 0 | -5.2 | 5 | 100 | -4 | 28
CC(C)=NOc1cc(NC(=O)CCl)cc([N+](=O)[O-])c1 | 16 | -1 | -2.4 | 5 | -4.1 | 4 | 103 | -2 | 31
Cc1[nH]n(-c2ccccc2)c(=O)c1N=Nc1ccc(C(N)=O)cc1 | -4 | 4 | -2.0 | 1 | 12* | 10 | 105 | -14 | -14

An excerpt from above, reduced to DNA FID counter and NS3 helicase inh:
Structure	DNA FID counter	NS3 helicase inh
CCCN(CCC)C(=O)C1CCCN1S(=O)(=O)c1cccc2nsnc12 (centres undefined)	-23	4
O=C(NCCc1cccc(C(F)(F)F)c1)C1CCC(=O)N(CCc2cccc(F)c2)C1 (centres undefined)	-44	-11

Going on with the list.
compound | M18AAP inhibitor | MEKK2mut PB1 HTS | IMP-1 inh | NS3 helicase inh | VIM-2 inh | SUMO HTRF inh | MEKK2wt PB1 HTS | DNA FID counter | NALP1 inh
Cc1cc(C)n(C(=O)c2ccc(C)c(S(=O)(=O)N3CCCC3)c2)n1 | -5 | -6 | 1.1 | 2 | 2.5 | 32 | 98 | -1 | 20
CCOc1ccc(-c2[nH]ncc2-c2csc(C)n2)c(O)c1 | 6 | 5 | -2.9 | 5 | -0.5 | -1 | 101 | -14 | 19
COC(=O)CSc1nnc(CCc2nc3ccccc3[nH]2)n1C | -13 | -1 | -2.5 | 2 | -0.6 | -21 | 103 | 1 | 3
COc1ccc(NC(=S)Nc2ccc(F)cc2)cc1 | 1 | 4 | 0.8 | 1 | -0.1 | 3 | 104 | -5 | 6
Cc1ccc(NC(=O)C2CCN(S(C)(=O)=O)CC2)c(C)c1 | -1 | 4 | 0.1 | 2 | -1.0 | 3 | 108 | -5 | 4
CCCc1c(C(=O)N/N=C/c2cccc(OCc3ccc(F)cc3)c2)nnn1-c1nonc1N | -7 | 1 | -3.5 | 4 | -2.0 | 2 | 100 | -6 | 27
Cc1nc2c(-c3ccc(F)cc3)c(C)nn2c(C)c1CCC(=O)N1CCC(Cc2ccccc2)CC1 | -7 | 16 | -3.7 | -1 | -2.8 | 8 | 110 | -2 | 9
CCN(CC)S(=O)(=O)c1ccc(N2CCOCC2)c(NC(=O)C2CSC3(C)CCC(=O)N23)c1 (centres undefined) | 8 | 2 | 0.8 | -7 | -3.1 | 20 | 100 | -33 | 9
Cc1ccc(S(=O)(=O)N2CCN(CC(=O)N/N=C\c3cccnc3)CC2)cc1 | 2 | 0 | -1.1 | -4 | -2.3 | -2 | 108 | -29 | 32
Cc1nn(-c2ccccc2)c(Cl)c1/C=N/NC(=O)c1nn(C)cc1[N+](=O)[O-] | -2 | 0 | -2.0 | 0 | -3.7 | 2 | 92 | -24 | 16
CC(=O)N1CCC(N(CCCOC(C)C)C(=O)Nc2ccc(Cl)cc2)CC1 | 4 | 12 | -5.5 | 4 | 1.7 | . | 113 | -21 | .
Cc1ccc(S(=O)(=O)N2CCN(C(=O)CN3CCCCC3)C2C(C)C)cc1 (centres undefined) | -4 | -4 | -3.8 | 0 | -4.6 | 7 | 98 | 7 | 16
Cc1ccc(NC(=O)N/C=C/c2ccc(Cl)cc2)cc1 | -8 | . | -1.3 | 3 | 2.6 | 0 | . | -1 | 2
CCOc1ccc(CNC(=O)CCCN2C(=O)C(c3ccccc3)Oc3cccnc32)cc1 (centres undefined) | -2 | 7 | -1.1 | 0 | -2.3 | 18 | 103 | -38 | 2
CC1CCCCC1N1CCN(C(=O)c2cccc(F)c2)CC1 (centres undefined) | 2 | 6 | -3.5 | -8 | -2.3 | 6 | 109 | 0 | 15
CC(C)c1ccc(NC2=CC(=O)CC(C)(C)C2)cc1 | 2 | -1 | -1.9 | 3 | -1.8 | 13 | 98 | -21 | 18
c1ccc2c(c1)CCc1snnc1-2 | 3 | 3 | -4.3 | 2 | -0.6 | -3 | 109 | -4 | 6
COc1cc(C2c3c([nH]c(=O)[nH]c3=O)Nc3ccc4ccccc4c32)ccc1O (centres undefined) | 2 | -1 | -2.7 | 18 | -1.0 | 10 | 102 | -26 | 3
